TcdB inh – blocks C. difficile toxin B glycohydrolase activity. TcdB glycohydrolase enzymatic assay, plate reader. P18177. inhibition, % at 9.99 µM. AID 652162. 0.24% of 350,000 active; in the data active = inhibition above about 10%
Target sequence (P18177 whole entry, looked up): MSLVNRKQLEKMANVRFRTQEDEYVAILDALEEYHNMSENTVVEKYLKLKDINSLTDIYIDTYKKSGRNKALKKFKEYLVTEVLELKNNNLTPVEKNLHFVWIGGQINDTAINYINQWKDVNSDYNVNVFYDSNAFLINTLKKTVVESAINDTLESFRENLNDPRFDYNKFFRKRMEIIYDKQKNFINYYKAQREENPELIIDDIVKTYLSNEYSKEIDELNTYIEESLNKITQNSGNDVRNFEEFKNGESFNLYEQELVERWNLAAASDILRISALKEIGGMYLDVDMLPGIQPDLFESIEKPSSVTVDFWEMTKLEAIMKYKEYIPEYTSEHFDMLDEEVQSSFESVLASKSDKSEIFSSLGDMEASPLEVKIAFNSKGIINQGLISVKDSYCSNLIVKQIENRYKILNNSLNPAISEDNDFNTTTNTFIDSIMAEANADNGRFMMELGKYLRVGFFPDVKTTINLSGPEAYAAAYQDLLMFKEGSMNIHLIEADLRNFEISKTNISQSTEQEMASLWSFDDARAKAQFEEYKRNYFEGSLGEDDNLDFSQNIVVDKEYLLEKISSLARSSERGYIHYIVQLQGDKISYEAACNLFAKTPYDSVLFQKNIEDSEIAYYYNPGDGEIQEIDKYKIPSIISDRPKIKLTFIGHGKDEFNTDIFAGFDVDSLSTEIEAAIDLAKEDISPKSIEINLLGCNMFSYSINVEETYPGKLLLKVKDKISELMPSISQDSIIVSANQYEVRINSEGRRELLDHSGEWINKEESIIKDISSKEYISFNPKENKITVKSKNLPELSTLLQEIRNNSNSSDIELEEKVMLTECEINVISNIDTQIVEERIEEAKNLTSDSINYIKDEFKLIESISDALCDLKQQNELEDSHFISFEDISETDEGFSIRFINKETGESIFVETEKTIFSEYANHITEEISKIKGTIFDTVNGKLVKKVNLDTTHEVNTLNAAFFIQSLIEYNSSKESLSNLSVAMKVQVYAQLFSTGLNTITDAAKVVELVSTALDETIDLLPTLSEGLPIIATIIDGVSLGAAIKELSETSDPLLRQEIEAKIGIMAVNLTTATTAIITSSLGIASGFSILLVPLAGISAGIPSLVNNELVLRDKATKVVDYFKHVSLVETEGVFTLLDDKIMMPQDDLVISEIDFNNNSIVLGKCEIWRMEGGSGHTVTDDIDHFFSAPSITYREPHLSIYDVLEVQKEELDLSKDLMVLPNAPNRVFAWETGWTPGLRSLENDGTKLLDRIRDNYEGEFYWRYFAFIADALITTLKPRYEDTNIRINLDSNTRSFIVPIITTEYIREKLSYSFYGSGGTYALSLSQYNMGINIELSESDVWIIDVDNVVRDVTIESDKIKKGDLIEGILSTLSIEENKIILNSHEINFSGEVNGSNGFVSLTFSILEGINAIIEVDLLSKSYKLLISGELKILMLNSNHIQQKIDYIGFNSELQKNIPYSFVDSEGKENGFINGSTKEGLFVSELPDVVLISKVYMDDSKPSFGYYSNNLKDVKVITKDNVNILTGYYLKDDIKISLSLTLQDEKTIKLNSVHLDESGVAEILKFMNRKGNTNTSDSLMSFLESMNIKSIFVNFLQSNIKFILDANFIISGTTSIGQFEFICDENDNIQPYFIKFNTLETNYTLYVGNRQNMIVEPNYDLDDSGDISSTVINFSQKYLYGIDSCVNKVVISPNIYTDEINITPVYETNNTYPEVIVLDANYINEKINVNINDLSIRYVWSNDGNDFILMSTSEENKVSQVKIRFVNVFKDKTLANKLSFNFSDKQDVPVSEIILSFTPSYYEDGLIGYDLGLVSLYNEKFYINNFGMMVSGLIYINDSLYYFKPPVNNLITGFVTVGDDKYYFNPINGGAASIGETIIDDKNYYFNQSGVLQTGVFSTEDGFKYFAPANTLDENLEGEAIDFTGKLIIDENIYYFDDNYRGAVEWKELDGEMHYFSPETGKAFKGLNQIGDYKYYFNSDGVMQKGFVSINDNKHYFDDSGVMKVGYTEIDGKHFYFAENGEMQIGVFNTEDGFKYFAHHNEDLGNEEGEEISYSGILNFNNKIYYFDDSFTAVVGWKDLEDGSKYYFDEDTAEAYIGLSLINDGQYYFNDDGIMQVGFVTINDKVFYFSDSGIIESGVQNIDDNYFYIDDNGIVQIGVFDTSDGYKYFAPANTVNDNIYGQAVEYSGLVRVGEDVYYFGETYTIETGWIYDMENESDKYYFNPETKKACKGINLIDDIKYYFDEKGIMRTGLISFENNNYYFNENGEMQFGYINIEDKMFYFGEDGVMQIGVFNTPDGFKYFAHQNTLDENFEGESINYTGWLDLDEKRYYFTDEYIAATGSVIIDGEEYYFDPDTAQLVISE
An asterisk follows results filed as active. Some of the compounds tested; count on the stated rates, not on these rows.

CCCNC(=O)Nc1ccc2c(c1)C(=O)N(C)C[C@H](OC)[C@H](C)CN(Cc1cccnc1)[C@H](C)CO2
  TcdB inh = 1.2

O=C1CN(Cc2ccccc2)C[C@@H]2[C@H](c3ccc(Br)cc3)[C@@H](CO)N12
  TcdB inh = 0.8

O=C(C[C@H]1C[C@@H]2c3cc(NC(=O)C4CCC4)ccc3O[C@@H]2[C@@H](CO)O1)NCC1CC1
  TcdB inh = -1.8

C[C@H]1CCCCO[C@H](CN(C)C)[C@@H](C)CN([C@@H](C)CO)C(=O)c2cc(NC(=O)Nc3ccc(F)cc3)ccc2O1
  TcdB inh = -0.9

COc1ccc(-c2ccc([C@@H]3[C@H](CO)N4CCCCN(S(=O)(=O)c5cccs5)C[C@@H]34)cc2)cc1
  TcdB inh = 0.4

O=C(c1cnccn1)N1CC(=O)N2[C@H](C1)[C@H](c1ccc(-c3ccc(F)cc3)cc1)[C@@H]2CO
  TcdB inh = -1.3

C[C@H](CO)N1C[C@H](C)[C@H](CN(C)Cc2ccc(-c3ccccc3)cc2)Oc2ccc(NC(=O)Nc3ccc(C(F)(F)F)cc3)cc2C1=O
  TcdB inh = 4.1

COc1ccccc1S(=O)(=O)N[C@@H]1CC[C@@H](CCNC(=O)C2CC2)O[C@H]1CO
  TcdB inh = -0.1

COc1ccc(NC(=O)N2CC(=O)N3[C@H](CO)[C@@H](c4ccc(C#CCC5CCCC5)cc4)[C@H]3C2)cc1
  TcdB inh = -0.1

O=S(=O)(NCC[C@H]1CC[C@@H](NS(=O)(=O)c2cccc(F)c2)[C@@H](CO)O1)c1cccc(F)c1
  TcdB inh = 1.5

O=C(C[C@@H]1C[C@H]2c3cc(NC(=O)Nc4ccccc4F)ccc3O[C@H]2[C@H](CO)O1)NCc1ccccn1
  TcdB inh = 0.6

CO[C@H](CN(C)S(=O)(=O)c1ccc(Cl)cc1)[C@@H](C)CN([C@H](C)CO)S(=O)(=O)c1cccc(Cl)c1
  TcdB inh = -0.7

CN(C)C(=O)C[C@@H]1CC[C@@H]2[C@@H](COc3ccc(NC(=O)c4ccc(F)c(F)c4)cc3C(=O)N2C)O1
  TcdB inh = 0.1

COc1cccc(-c2ccc([C@@H]3[C@H]4CN(C(=O)C5CCCCC5)CC(=O)N4[C@H]3CO)cc2)c1
  TcdB inh = -1.3

COc1ccccc1NC(=O)N(C)C[C@@H]1OCc2ccccc2-c2c(n(C)c3ccccc23)C(=O)N([C@H](C)CO)C[C@H]1C
  TcdB inh = 1.1

CCCC(=O)N1CC2(C1)CN(C(=O)c1ccc(F)cc1)[C@H](CO)c1[nH]c3cc(OC)ccc3c12
  TcdB inh = 1.4

COc1ccc(S(=O)(=O)N(C)C[C@@H]2Oc3ncc(-c4ccncc4)cc3C(=O)N([C@@H](C)CO)C[C@H]2C)cc1
  TcdB inh = -1.9

Cc1ccc(S(=O)(=O)N(C)C[C@H]2Oc3c(NS(=O)(=O)c4cccs4)cccc3C(=O)N([C@@H](C)CO)C[C@H]2C)cc1
  TcdB inh = 0.6

Cc1noc(C)c1S(=O)(=O)Nc1ccc2c(c1)CC(=O)N([C@H](C)CO)C[C@@H](C)[C@@H](CN(C)CC1CC1)O2
  TcdB inh = 1.0

O=C(C[C@H]1CC[C@@H](NC(=O)Nc2ccccc2F)[C@H](CO)O1)NCc1ccc(Cl)cc1
  TcdB inh = 0.1

C[C@H](CO)N1C[C@H](C)[C@H](CN(C)Cc2ccncc2)Oc2ccc(NS(=O)(=O)c3ccc(Cl)cc3)cc2C1=O
  TcdB inh = -1.6

O=C(C[C@H]1CC[C@H](NC(=O)Nc2cc(F)ccc2F)[C@H](CO)O1)NCCCN1CCOCC1
  TcdB inh = -0.1

COc1ccc(NC(=O)Nc2cccc3c2O[C@@H](CN(C)Cc2ccc(C(=O)Nc4ccccc4N)cc2)[C@H](C)CN([C@H](C)CO)C3=O)cc1
  TcdB inh = 1.0

N#C[C@@H]1[C@@H](c2ccc(C#CC3CC3)cc2)[C@H](CO)N1C(=O)Cc1ccccn1
  TcdB inh = 1.3

Cc1ccc(S(=O)(=O)N2C[C@H](O)COC[C@@H]3O[C@H](CC(=O)NCc4ccc5c(c4)OCO5)CC[C@H]32)cc1
  TcdB inh = -0.6

CC(=O)N1[C@@H]2Cn3c(ccc(-c4cncnc4)c3=O)[C@H]1[C@@H](C(=O)NC1Cc3ccccc3C1)[C@@H]2CO
  TcdB inh = 0.1

COc1ccc(S(=O)(=O)Nc2ccc3c(c2)C(=O)N([C@@H](C)CO)C[C@H](C)[C@@H](CN(C)C)OCCCC[C@H](C)O3)cc1
  TcdB inh = 0.0

CCC(=O)Nc1ccc2c(c1)OC[C@H](C)N(C(=O)CC1CC1)C[C@H](C)[C@@H](OC)CN(C)C2=O
  TcdB inh = -12

C[C@@H]1CN([C@@H](C)CO)C(=O)c2cc(NC(=O)CCN3CCOCC3)ccc2O[C@@H]1CN(C)Cc1ccc2c(c1)OCO2
  TcdB inh = -0.8

COc1ccc(S(=O)(=O)Nc2ccc3c(c2)C(=O)N([C@@H](C)CO)C[C@H](C)[C@@H](CN(C)C(=O)c2ccncc2)OCCCC[C@H](C)O3)cc1
  TcdB inh = 2.0

C[C@@H]1CN([C@@H](C)CO)C(=O)Cc2cc(NC(=O)C3CC3)ccc2O[C@H]1CN(C)Cc1ccc(Oc2ccccc2)cc1
  TcdB inh = 0.0

CCCC(=O)Nc1ccc2c(c1)OC[C@H](C)N(CC1CCCC1)C[C@@H](C)[C@H](OC)CN(C)C2=O
  TcdB inh = 0.0

COc1ccc(S(=O)(=O)N(C)C[C@@H]2Oc3c(NC(=O)c4cc(C)nn4C)cccc3C(=O)N([C@@H](C)CO)C[C@@H]2C)cc1
  TcdB inh = -3.3

Cc1ccc(S(=O)(=O)NC[C@H]2CC[C@H]3[C@H](CN3Cc3cc(F)ccc3F)O2)cc1
  TcdB inh = -0.6

C[C@H]1CN([C@@H](C)CO)S(=O)(=O)c2ccc(C#Cc3ccc(F)cc3)cc2O[C@H]1CN(C)C(=O)c1ccccn1
  TcdB inh = -0.5

C[C@@H]1CCCCO[C@H](CN(C)C(=O)Nc2ccc3c(c2)OCO3)[C@H](C)CN([C@@H](C)CO)C(=O)c2cc(NC(=O)c3ccccc3)ccc2O1
  TcdB inh = 0.0

COc1ccc(C#Cc2ccc([C@@H]3[C@H](CO)N4CCCCN(S(=O)(=O)c5ccccc5)C[C@@H]34)cc2)cc1
  TcdB inh = -1.8

C[C@H]1CN([C@@H](C)CO)C(=O)c2cc(-c3ccc(F)cc3)cnc2O[C@H]1CN(C)C(=O)c1cccnc1
  TcdB inh = -0.4

Cc1ccc(S(=O)(=O)Nc2ccc3c(c2)C(=O)N([C@H](C)CO)C[C@@H](C)[C@@H](CN(C)C(=O)Cc2ccccc2)OCCCC[C@H](C)O3)cc1
  TcdB inh = 1.3

COc1ccc(S(=O)(=O)N(C)C[C@H]2Oc3c(NC(=O)NC4CCCCC4)cccc3C(=O)N([C@H](C)CO)C[C@H]2C)cc1
  TcdB inh = 0.2

Cc1ccc(S(=O)(=O)N(C)C[C@@H]2OCCCC[C@@H](C)Oc3ccc(NS(=O)(=O)c4c(C)noc4C)cc3C(=O)N([C@@H](C)CO)C[C@H]2C)cc1
  TcdB inh = -0.4

COc1ccc(-c2cnc3c(c2)C(=O)N([C@H](C)CO)C[C@H](C)[C@H](CN(C)Cc2cccnc2)O3)cc1
  TcdB inh = -1.4

O=C(C[C@@H]1CC[C@H](NS(=O)(=O)c2ccc(F)cc2)[C@@H](CO)O1)NCc1ccccc1F
  TcdB inh = 0.7

Cc1ccccc1-c1ccccc1[C@@H]1[C@H](C#N)N(C(=O)c2ccccc2)[C@H]1CO
  TcdB inh = 1.6

CCC(=O)Nc1ccc2c(c1)C(=O)N(C)[C@H]1CC[C@H](CC(=O)Nc3cccc(F)c3)O[C@@H]1CO2
  TcdB inh = 0.1

4 of these compounds in another layout.
Compound	TcdB inh
C[C@@H]1CN([C@@H](C)CO)C(=O)Cc2cc(NC(=O)C3CC3)ccc2O[C@H]1CN(C)Cc1ccc(Oc2ccccc2)cc1	0.0
CCCC(=O)Nc1ccc2c(c1)OC[C@H](C)N(CC1CCCC1)C[C@@H](C)[C@H](OC)CN(C)C2=O	0.0
COc1ccc(S(=O)(=O)N(C)C[C@H]2Oc3c(NC(=O)NC4CCCCC4)cccc3C(=O)N([C@H](C)CO)C[C@H]2C)cc1	0.2
Cc1ccc(S(=O)(=O)NC[C@H]2CC[C@H]3[C@H](CN3Cc3cc(F)ccc3F)O2)cc1	-0.6

Further structures
C[C@@H]1CN([C@H](C)CO)C(=O)c2cc(C#Cc3ccccn3)cnc2O[C@@H]1CN(C)C(=O)c1ccccn1
  TcdB inh = 0.7

C[C@@H]1CN([C@@H](C)CO)C(=O)Cc2cc(NS(C)(=O)=O)ccc2O[C@@H]1CN(C)S(C)(=O)=O
  TcdB inh = 0.0

CO[C@@H]1CN(C)C(=O)c2cc(NC(C)=O)ccc2OC[C@H](C)N(C(=O)C2CCC2)C[C@@H]1C
  TcdB inh = -0.8

CN1C(=O)c2cc(NC(=O)c3ccc(F)cc3)ccc2OC[C@@H]2O[C@H](CC(=O)NC3CCC3)CC[C@H]21
  TcdB inh = -7.6

C[C@H]1CN([C@@H](C)CO)C(=O)c2cc(NS(=O)(=O)c3ccc(Cl)cc3)ccc2O[C@H]1CN(C)S(=O)(=O)c1cn(C)cn1
  TcdB inh = 0.8

COc1ccc(NC(=O)N(C)C[C@@H]2OCCCC[C@@H](C)Oc3ccc(NS(=O)(=O)c4ccc(C)cc4)cc3C(=O)N([C@H](C)CO)C[C@H]2C)cc1
  TcdB inh = 0.0

CNC[C@@H]1Oc2cc(C#C[C@H](C)O)ccc2S(=O)(=O)N([C@@H](C)CO)C[C@H]1C
  TcdB inh = 1.1

Cc1noc(C)c1NC(=O)Nc1ccc2c(c1)C(=O)N([C@@H](C)CO)C[C@@H](C)[C@H](CN(C)S(C)(=O)=O)O2
  TcdB inh = 0.4

COc1ccc(CN2C[C@@H](C)[C@@H](OC)CN(C)C(=O)c3cc(NC(=O)c4nc5ccccc5s4)ccc3OC[C@@H]2C)cc1
  TcdB inh = -0.4

C[C@@H]1CN([C@H](C)CO)C(=O)c2cccc(NC(=O)c3cnccn3)c2O[C@H]1CN(C)Cc1ccc(Cl)c(Cl)c1
  TcdB inh = 0.7

C[C@@H]1CN([C@H](C)CO)C(=O)c2cc(NC(=O)CCC(F)(F)F)ccc2O[C@@H](C)CCCCO[C@@H]1CN(C)S(=O)(=O)c1ccc(Cl)cc1
  TcdB inh = 1.1

C[C@H]1CN([C@@H](C)CO)C(=O)c2cc(NC(=O)Cn3cnnn3)ccc2O[C@@H]1CN(C)S(=O)(=O)c1ccc(Cl)cc1
  TcdB inh = -1.6

CNC[C@@H]1OCCCC[C@@H](C)Oc2ccc(NC(=O)Nc3c(C)noc3C)cc2C(=O)N([C@H](C)CO)C[C@H]1C
  TcdB inh = -0.1

CCCN(C)C[C@@H]1Oc2cc(C#CC(C)C)ccc2S(=O)(=O)N([C@@H](C)CO)C[C@@H]1C
  TcdB inh = -1.3

COc1ccc(C#Cc2ccc([C@@H]3[C@@H](CO)N4CCCCN(C(=O)c5ccncc5)C[C@@H]34)cc2)cc1
  TcdB inh = 0.2

C[C@@H]1CN([C@H](C)CO)S(=O)(=O)c2ccc(Br)cc2O[C@H]1CN(C)Cc1ccccc1
  TcdB inh = 0.5

C[C@H]1CN([C@@H](C)CO)C(=O)c2cc(-c3ccc(F)cc3)cnc2O[C@H]1CN(C)C(=O)CN(C)C
  TcdB inh = -0.7

O=C(C[C@H]1CC[C@@H]2[C@H](COC[C@H](O)CN2C(=O)Nc2ccc(Cl)cc2)O1)NCC1CC1
  TcdB inh = -0.2

COCC(=O)N(C)C[C@H]1Oc2ncc(-c3ccc(C#N)cc3)cc2C(=O)N([C@H](C)CO)C[C@H]1C
  TcdB inh = 0.1

O=C(Nc1ccccc1F)N1CC(=O)N2[C@@H](CO)[C@H](c3ccc(C#Cc4ccccc4)cc3)[C@@H]2C1
  TcdB inh = -0.6

COCC(=O)N(C)C[C@H]1Oc2cc(C3=CCCCC3)ccc2S(=O)(=O)N([C@H](C)CO)C[C@H]1C
  TcdB inh = -0.3

CCS(=O)(=O)Nc1ccc2c(c1)C(=O)N(C)[C@H]1CC[C@@H](CC(=O)NC)O[C@@H]1CO2
  TcdB inh = -0.4

Cc1noc(C)c1NC(=O)N(C)C[C@H]1Oc2c(NC(=O)NC3CCCCC3)cccc2C(=O)N([C@@H](C)CO)C[C@@H]1C
  TcdB inh = -0.8

C[C@H]1CCCCO[C@H](CN(C)S(=O)(=O)c2cn(C)cn2)[C@@H](C)CN([C@@H](C)CO)C(=O)c2cc(NC(=O)CCCN(C)C)ccc2O1
  TcdB inh = 1.4

Cc1noc(C)c1NC(=O)Nc1cccc2c1O[C@@H](CN(C)S(=O)(=O)c1cn(C)cn1)[C@H](C)CN([C@@H](C)CO)C2=O
  TcdB inh = 1.0

CCC(=O)N(C)C[C@H]1Oc2cc(-c3ccccc3F)ccc2S(=O)(=O)N([C@@H](C)CO)C[C@@H]1C
  TcdB inh = 0.4

C[C@H](CO)N1C[C@H](C)[C@H](CN(C)CC2CCOCC2)Oc2ncc(-c3ccc(C#N)cc3)cc2C1=O
  TcdB inh = 0.7

CCC(=O)Nc1ccc2c(c1)C(=O)N(C)[C@@H]1CC[C@H](CC(=O)NCCOC)O[C@H]1CO2
  TcdB inh = 0.4

O=C(C[C@@H]1CC[C@@H]2[C@H](COC[C@H](O)CN2C(=O)Nc2ccccc2)O1)NCc1ccncn1
  TcdB inh = 0.7

C[C@@H]1CN([C@@H](C)CO)C(=O)c2cccc(N(C)C)c2O[C@@H]1CN(C)CC1CC1
  TcdB inh = -0.5

C[C@H](CO)N1C[C@H](C)[C@@H](CN(C)C(=O)Nc2ccccc2F)Oc2cc(-c3cccc(C#N)c3)ccc2S1(=O)=O
  TcdB inh = -0.3

C[C@H](CO)N1C[C@H](C)[C@@H](CN(C)C(=O)NC2CCCCC2)Oc2ccc(NC(=O)Nc3ccc(F)cc3)cc2CC1=O
  TcdB inh = -1.4

Cc1noc(C)c1NC(=O)Nc1ccc2c(c1)C(=O)N([C@H](C)CO)C[C@@H](C)[C@@H](CN(C)S(C)(=O)=O)O2
  TcdB inh = 0.2

C[C@H](CO)N1C[C@H](C)[C@@H](CN(C)C(=O)[C@@H](Cc2ccccc2)N(C)C)OCc2ccccc2-c2ccccc2C1=O
  TcdB inh = 0.3
